# UPR CHOP act – activators of apoptotic CHOP UPR arm, primary screen, cell-based, CHO-CHOP luciferase reporter, luminescence, uHTS | activation, % at 10 µM | UPR activation; percent of tunicamycin response over DMSO baseline | 0.34% of 330,000 active | AID 449763, 2010;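 active = at 10 µM dose, activation of 40% or more, normalized to positive control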;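 note: 100% = tunicamycin at 10 µg/mL and 0% = DMSO alone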
#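 Dosing – one dose, 10 µM in 0.5% DMSO · System – CHO-CHOP cells, stable luciferase reporter of PERK-eIF2a-CHOP signalling · Input – 500 cells/well · Control set – tunicamycin 10 µg/mL final as positive, DMSO-only wells as negative · Timing – 6 h compound treatment, 37 °C · Measure – % activation vs tunicamycin · Technique – luminescence read with Steady-Glo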
# TIM10 inh – growth inhibitors of isogenic TIM10 control yeast, primary screen, counter-screen for tim10-1 yeast inhibitor project, luminescence, uHTS; S. cerevisiae TIM10 strain growth, BacTiter-Glo luminescence, 24 h; inhibition, % at 10 µM; 1.4% of 330,000 active; AID 463195, 2010;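 active = inhibition of 40% or more at the single tested concentration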;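 note: wild-type TIM10 isogenic control strain grown at permissive 25 °C; 0% = DMSO yeast wells and 100% = minimal medium wells without yeast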
# APJ agonist – agonists of human apelin receptor APJ, primary screen, CHO-K1 cells, PathHunter beta-arrestin, luminescence | 0% DMSO wells, 100% apelin | 0.11% of 330,000 active | activation, % at 20 µM;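 active = activation more than six SD over the plate average, tested at 20 µM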;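 note: 0% = DMSO alone and 100% = apelin-13 at 10 nM; some results filed as inactive read as strong as hits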
#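 Test system – PathHunter CHO-K1 APJ (AGTRL-1) beta-arrestin reporter cells · Input – 1000 cells/well · Compound – single test compound dose, 20 µM final, 1% DMSO · Times – compound stimulation 90 min at 25 °C, detection 60 min · Technique – beta-gal luminescence · Read-out basis – APJ–arrestin association signal · Control set – negative DMSO alone, positive Apelin-13 at 10 nM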
# Mdm2-MdmX inh – inhibitors of human Mdm2-MdmX association, primary screen, cell-based, luminescence, split luciferase, SaOS-2, uHTS; Protein Mdm4 (Homo sapiens) + E3 ubiquitin-protein ligase Mdm2 (Homo sapiens), …; AID 485346, 2010; 3% of 330,000 active; SaOS-2 split-luciferase Mdm2/MdmX complementation; inhibition, % at 8 µM;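 active = inhibition of at least 50% at 8 µM in the primary screen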
# Target sequence (O15151 whole entry, looked up): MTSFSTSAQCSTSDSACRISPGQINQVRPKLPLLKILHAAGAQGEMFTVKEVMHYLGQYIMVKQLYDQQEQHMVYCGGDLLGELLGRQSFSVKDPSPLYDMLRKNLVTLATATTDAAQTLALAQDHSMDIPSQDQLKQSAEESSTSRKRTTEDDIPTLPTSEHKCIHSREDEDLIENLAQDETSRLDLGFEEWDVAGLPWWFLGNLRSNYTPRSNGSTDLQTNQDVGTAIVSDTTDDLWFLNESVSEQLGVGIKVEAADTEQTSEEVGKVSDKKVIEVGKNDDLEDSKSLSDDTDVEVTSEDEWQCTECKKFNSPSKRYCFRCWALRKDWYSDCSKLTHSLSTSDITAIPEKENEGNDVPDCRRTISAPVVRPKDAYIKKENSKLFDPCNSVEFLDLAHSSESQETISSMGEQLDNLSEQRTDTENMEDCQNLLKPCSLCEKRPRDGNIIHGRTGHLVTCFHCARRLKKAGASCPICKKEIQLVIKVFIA
# Target sequence (Q00987 whole entry, looked up): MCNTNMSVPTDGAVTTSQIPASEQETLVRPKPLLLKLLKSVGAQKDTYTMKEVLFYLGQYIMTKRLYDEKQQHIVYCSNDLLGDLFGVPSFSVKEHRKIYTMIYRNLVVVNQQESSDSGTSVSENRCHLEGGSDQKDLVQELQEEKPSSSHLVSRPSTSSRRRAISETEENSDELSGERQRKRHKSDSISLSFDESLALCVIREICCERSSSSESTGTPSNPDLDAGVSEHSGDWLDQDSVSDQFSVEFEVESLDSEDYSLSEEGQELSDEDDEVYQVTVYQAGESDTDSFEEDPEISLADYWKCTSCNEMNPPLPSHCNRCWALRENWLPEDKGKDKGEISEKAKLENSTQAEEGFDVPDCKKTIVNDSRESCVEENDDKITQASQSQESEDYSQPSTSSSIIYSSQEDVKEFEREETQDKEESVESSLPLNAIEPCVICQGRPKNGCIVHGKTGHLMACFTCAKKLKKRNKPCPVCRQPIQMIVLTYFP
# XBP1 UPR activ – activators of adaptive XBP1 UPR arm, primary screen, cell-based, CHO-XBP1 luciferase reporter, luminescence, uHTS; AID 463104, 2010; IRE1-XBP1 UPR activation; percent of tunicamycin response, DMSO as zero; activation, % at 20 µM; 0.33% of 330,000 active;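 active = versus positive control, 20 µM dose yields 30% or more activation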;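 note: 100% = tunicamycin at 10 µg/mL and 0% = DMSO only wells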
#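 Assay system: IRE1-XBP1 luciferase reporter CHO line. Input: 1000 cells/well. Buffer or medium: F12 with 10% serum. Doses: 20 µM, 1% DMSO. Times: overnight seeding at 37 °C, 6 h compound treatment at 37 °C. Technique: Steady-Glo luciferase glow luminescence, 10 min after reagent addition.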
# GRIN3A LBD mod – binders of NR3A ligand-binding domain, primary screen, biophysical, differential scanning fluorimetry, uHTS. NR3A LBD differential scanning fluorimetry, Tm shift; 0% = protein alone, 100% = glycine-bound protein. Tm shift relative to glycine control, % at 25 µM. Glutamate receptor ionotropic, NMDA 3A (GRIN3A) ligand-binding domain. AID 1259313, 2017. 2.5% of 340,000 active;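 active = melting temperature shift of at least 10% of the positive control shift, at one fixed dose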
# NLRP3 yeast inh – NALP3 inflammasome inhibitors in reconstituted yeast, primary screen, luminescence, uHTS. Yeast reconstituted NLRP3/ASC/caspase-1, beta-gal luminescence, 24 h. 0.39% of 330,000 active. AID 2825, 2010. inhibition, % at 10 µM;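 active = inhibition of 50% or more; inactive = inhibition below 50%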;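 note: plate controls were induced DMSO wells for no effect and uninduced yeast grown without galactose for full effect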
# tim10-1 inh – growth inhibitors of tim10-1 mutant yeast, primary screen, luminescence, uHTS; 2.2% of 330,000 active; S. cerevisiae tim10-1 ts strain growth, BacTiter-Glo, 24 h; inhibition, % at 20 µM;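 active = inhibition of at least 40%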;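 note: mutant grown at 25 °C; 0% = DMSO wells with yeast and 100% = wells holding no yeast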
# tim23-1 inh – growth inhibitors of tim23-1 mutant yeast, primary screen, luminescence, uHTS; inhibition, % at 20 µM; 1.3% of 330,000 active; S. cerevisiae tim23-1 growth, BacTiter-Glo luminescence, 24 h; AID 463212, 2010;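 active = growth inhibition of the mutant yeast at or above 50%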;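 note: temperature-sensitive mutant grown at 25 °C; plate controls were DMSO-treated mutant yeast for no effect and medium wells lacking yeast for full effect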
# The depositor's hits bear a star; . = not tested or not shown.
SMILES,UPR CHOP act,TIM10 inh,APJ agonist,Mdm2-MdmX inh,XBP1 UPR activ,GRIN3A LBD mod,NLRP3 yeast inh,tim10-1 inh,tim23-1 inh
CC(NC(=S)Nc1c(Cl)cccc1OC(F)F)C(C)(C)C (centres undefined),0.4,19,-1,-6,-1,0,10,25,23
COC(=O)CCCC1=CC2=CC(=O)C(C)(OC(=O)c3cnc4ccccc4n3)C(=O)C2=CO1 (centres undefined),-0.8,8,0,-6,-1,.,6,4,7
Cc1ccc(N2CN(Cc3ccco3)CNC2=S)cc1,-0.9,-1,-2,5,-1,-1,17,0,1
Cc1cnc(NC(=O)c2nn(C)cc2[N+](=O)[O-])s1,2.0,1,-3,35,-3,-1,3,3,7
O=C(CN(C(=O)c1csnn1)c1ccccc1F)NCc1ccccc1,0.6,-14,0,26,0,-1,15,11,12
CCOC(=O)C1=C(C)NC(=S)NC1c1ccc(OC(=O)c2ccco2)cc1 (centres undefined),3.4,18,0,-32,0,-2,18,9,14
CCc1ccc(CN2CCC(Oc3ccc(C(=O)NCc4ccccn4)cc3)CC2)o1,-1.0,-4,2,24,-10,-4,24,-14,12
COCc1nnc(SCC(=O)NCc2ccccc2)n1-c1ccccc1,-1.1,-2,2,4,-2,.,18,5,10
CCOc1ccc(CN(C)C(=O)c2cccnc2OCC)cc1OC,-1.3,-18,-7,20,0,0,8,9,-20
CCCn1c(N)c(C(=O)CSc2nnc(-c3ccco3)n2Cc2ccccc2)c(=O)[nH]c1=O,-0.8,7,-1,2,-2,1,2,5,2
COc1cccc(-c2nnc3sc(-c4ccccc4)nn23)c1,1.4,3,0,-4,2,-2,32,22,40
N#Cc1ccc(C(=O)NNC(=O)c2ccncc2)cc1,0.1,4,-3,-12,-6,-1,7,-7,4
CN(CC(=O)Nc1ccc(F)cc1Cl)Cc1cccs1,0.5,3,-3,22,0,-1,12,-5,14
COc1ccc(CCN2CCCC(CN(C)Cc3cc(Cl)c(O)c(OC)c3)C2)cc1 (centres undefined),1.9,-16,1,-9,-2,0,20,-13,-9
CCN(CC)S(=O)(=O)c1ccc(C(=O)N2CCN(C3=NS(=O)(=O)c4ccccc43)CC2)cc1,-0.4,2,0,13,-5,0,13,9,3
Cc1[nH]c2c(C)cccc2c1CN1CCC(CO)(Cc2ccccc2)CC1,-0.2,-1,1,44,0,1,-5,4,7
COc1ccc(Nc2nc(C)cc(C)c2C#N)cc1OC,-1.2,-4,-2,20,1,2,34,-10,7
COC(=O)c1sc2ccccc2c1NC(=O)c1cccs1,-2.1,20,-4,30,0,2,25,24,34
O=C(CSc1nc(-c2ccccc2F)nc2nc[nH]c12)Nc1c(Cl)cc(Cl)cc1Cl,1.1,-47,-3,9,-3,.,18,-12,-62
COc1ccc(NC(=O)CNC(=O)c2ccc([N+](=O)[O-])cc2)cc1,1.9,-17,1,-1,-2,0,-7,-11,-6
CCOC(=O)/C(C#N)=C1\C(=O)N(Cc2ccccc2)c2ccccc21,-1.9,31,3,25,0,10,13,43*,53*
O=C(Cc1ccccc1)Nc1ccc(C(=O)Nc2ccc(O)cc2)cc1,2.9,7,1,31,5,35*,9,8,13
Nc1cc(Cl)ccc1C(=O)OCC(=O)NCc1cccs1,1.4,1,-4,-4,1,1,16,-21,8
Cn1cccc1C(=O)NC(=O)COC(=O)c1ccc(S(C)(=O)=O)cc1,1.1,-3,-1,25,0,0,-6,1,10
CC(=O)N1CCN(c2ncnc3sc(-c4ccccc4)cc23)CC1,1.9,23,-4,21,6,0,20,23,19

# Following part:
SMILES,UPR CHOP act,TIM10 inh,APJ agonist,Mdm2-MdmX inh,XBP1 UPR activ,GRIN3A LBD mod,NLRP3 yeast inh,tim10-1 inh,tim23-1 inh
CC(=O)c1ccc(OCCCC(=O)NC2CCCCC2C)cc1 (centres undefined),-0.1,-8,-3,7,-2,2,-1,-3,10
CC(Oc1ccccc1Cl)c1nnc(N)s1 (centres undefined),-1.0,-12,-4,38,0,-3,8,6,6
CC1CCN(c2ncnc3ccccc23)CC1,-0.2,0,5,12,1,2,15,12,6
COC(=O)c1cc(NC(=O)c2ccoc2C)cc(C(=O)OC)c1,0.3,12,-2,29,-1,1,5,12,-6
O=[N+]([O-])c1ccc(C[n+]2ccc(Cc3ccccc3)cc2)cc1,0.2,-11,4,16,2,0,16,-7,-8
Cc1ccc(CC2CC(=O)N(C(Cc3ccccc3)C(=O)O)C2=O)cc1 (centres undefined),0.1,-1,-4,11,-3,-2,-3,20,15
Cc1cccc(-c2oc3ccccc3c2C#CCCO)c1,0.7,30,-2,13,5,-7,23,45*,31
CN(C)C(=O)N1CCC(C(=O)N2CCCC(C(=O)c3cccc4ccccc34)C2)CC1 (centres undefined),0.5,-11,0,8,1,-1,3,23,13
COc1ccc(OCC(=O)N/N=C/c2ccsc2)cc1,1.6,2,-1,-15,-2,0,10,-26,-11
Cc1cccc(OCC(=O)Nc2ccc3c(c2)OCO3)c1C,0.4,18,0,-25,1,23*,32,4,27
Clc1ccc(CSc2nnc(CNc3cccc(Cl)c3)o2)cc1,-2.8,24,-3,30,-1,2,23,4,30
CCCCCCOC(=O)Nc1ccc(S(=O)(=O)Nc2cccc([N+](=O)[O-])c2)cc1,-1.8,7,-3,4,1,30*,-5,-12,-7
COc1ccc(-c2nc3cccc(C)n3c2NCc2ccco2)cc1OC,3.6,5,0,19,-2,-6,-6,11,35
O=C(C[n+]1cc(Br)cc2ccccc21)c1ccc(Br)cc1,2.3,26,-2,21,-4,0,25,33,29
CC(=O)c1ccc(S(=O)(=O)Oc2ccc(-c3ccc(C(=O)O)cc3)cc2)cc1,1.6,5,-1,21,-1,3,-6,-10,10
COc1ccc2[nH]cc(C(=O)CN3CCCC(C)(C)C3)c2c1,3.3,10,-1,-39,2,-2,4,0,0
O=C1/C(=C/c2ccccc2)CSc2sccc21,1.7,-17,-2,10,3,-2,39,-20,16
CCCCOC(=O)c1ccc(OC(=O)c2cccnc2)cc1,0.6,17,-8,7,2,-1,17,25,29
O=C(COC(=O)c1cc(=O)[nH]c2ccccc12)c1ccc(Br)cc1,2.8,-18,-1,-9,-2,1,4,3,-15
CCC(C(=O)NCCCN1CCN(CC)CC1)n1nc(C)n2c(cc3occc32)c1=O (centres undefined),-1.6,-7,-5,11,-2,1,3,-4,-1
Cc1ccc(NC(=O)COC(=O)c2cc(=O)c3ccccc3o2)c(Br)c1,-0.7,6,0,-21,-2,-2,3,2,9
Cc1cccc(C)c1NS(=O)(=O)c1ccc2c(c1)NC(=O)CO2,0.4,0,-3,-6,0,0,17,0,13
CCOC(=O)C(=NCCCN(C)C)NNc1cc(C(F)(F)F)ccc1Cl,-0.7,13,-2,-19,2,-6,3,2,19
CCOC(=O)C12CNC(=O)C(C(=O)OCC)(CNC1=O)C2,0.6,-2,-3,-12,-8,0,1,-2,-5
CC(C)(C)OC(=O)N[C@H](Cc1ccccc1)C(=O)N1CCC(C(=O)O)CC1,-0.6,-2,-1,-9,-4,-2,-3,4,7

# (continued)
SMILES,UPR CHOP act,TIM10 inh,APJ agonist,Mdm2-MdmX inh,XBP1 UPR activ,GRIN3A LBD mod,NLRP3 yeast inh,tim10-1 inh,tim23-1 inh
COc1ccc(Cl)cc1-c1nc(SCC(=O)NC2CC2)n[nH]1,-1.3,-9,1,-9,-1,-2,19,10,3
COC(=O)c1cn(C(=O)c2cccc(Br)c2)c2ccccc12,-0.2,16,-3,27,1,1,31,16,29
COc1cccc(NC(=O)NC2(C(=O)N3CCN(C)CC3)CCCCC2)c1,1.6,5,-1,23,-3,-1,6,-10,-3
Cc1nnc(SCC(=O)Nc2cccc(Cl)c2)n1CC1CCCO1 (centres undefined),-0.9,-9,-5,6,-4,-3,0,12,6
CCOc1cc(/C=C/C(=O)O)ccc1OCCOc1ccc(F)cc1,1.4,-3,-1,13,-4,-1,23,8,19
CCn1c(=O)n(CC)c2cc(S(=O)(=O)Nc3ccccc3C)c(C)cc21,-1.0,27,0,44,-2,-2,7,21,11
Cc1cc(NC(=O)CSc2nccn2-c2ccc([N+](=O)[O-])cc2)no1,-1.6,6,0,-1,2,-1,11,7,5
O=C(Oc1cccc(C(=O)N2CCOCC2)c1)c1ccc(Br)cc1,-0.6,15,1,10,-1,-2,2,28,26

# 13 entries out of the list, sorted by formula weight, lowest first:
SMILES,UPR CHOP act,TIM10 inh,APJ agonist,Mdm2-MdmX inh,XBP1 UPR activ,GRIN3A LBD mod,NLRP3 yeast inh,tim10-1 inh,tim23-1 inh
CCOC(=O)C12CNC(=O)C(C(=O)OCC)(CNC1=O)C2,0.6,-2,-3,-12,-8,0,1,-2,-5
CCCCOC(=O)c1ccc(OC(=O)c2cccnc2)cc1,0.6,17,-8,7,2,-1,17,25,29
COc1ccc(Cl)cc1-c1nc(SCC(=O)NC2CC2)n[nH]1,-1.3,-9,1,-9,-1,-2,19,10,3
CCOc1cc(/C=C/C(=O)O)ccc1OCCOc1ccc(F)cc1,1.4,-3,-1,13,-4,-1,23,8,19
COC(=O)c1cn(C(=O)c2cccc(Br)c2)c2ccccc12,-0.2,16,-3,27,1,1,31,16,29
Cc1cc(NC(=O)CSc2nccn2-c2ccc([N+](=O)[O-])cc2)no1,-1.6,6,0,-1,2,-1,11,7,5
Cc1nnc(SCC(=O)Nc2cccc(Cl)c2)n1CC1CCCO1 (centres undefined),-0.9,-9,-5,6,-4,-3,0,12,6
CCn1c(=O)n(CC)c2cc(S(=O)(=O)Nc3ccccc3C)c(C)cc21,-1.0,27,0,44,-2,-2,7,21,11
COc1cccc(NC(=O)NC2(C(=O)N3CCN(C)CC3)CCCCC2)c1,1.6,5,-1,23,-3,-1,6,-10,-3
O=C(COC(=O)c1cc(=O)[nH]c2ccccc12)c1ccc(Br)cc1,2.8,-18,-1,-9,-2,1,4,3,-15
O=C(Oc1cccc(C(=O)N2CCOCC2)c1)c1ccc(Br)cc1,-0.6,15,1,10,-1,-2,2,28,26
CCOC(=O)C(=NCCCN(C)C)NNc1cc(C(F)(F)F)ccc1Cl,-0.7,13,-2,-19,2,-6,3,2,19
Cc1ccc(NC(=O)COC(=O)c2cc(=O)c3ccccc3o2)c(Br)c1,-0.7,6,0,-21,-2,-2,3,2,9

# Screens: PubChem, Sanford-Burnham Center for Chemical Genomics
